RGS7-Gao: RGS7-Galphao binding modulators, primary screen, biochemical, multiplexed bead flow cytometry; binding response (% of control), % at 10 µM; 0.35% of 220,000 active; Guanine nucleotide-binding protein G(o) subunit alpha (Homo sapiens), P09471; actives lie on both sides; AID 1439, 2008; in the data active means binding response below about 49% or above about 150%; inconclusive means no clear call, values can overlap the other calls; inactive means in between;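 further: fluorescent Galphao held in activated GDP-AlF4 state binding bead-coupled RGS7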
Bcl-B Bim block: inhibitors of Bim-Bcl-B binding, primary screen, biochemical, multiplexed, human Bcl-2 family; bead-based flow cytometry, Bim peptide-Bcl-B binding; inhibition, % at 10 µM; Bcl-2-like protein 10 (Homo sapiens), Q9HD36; 0.073% of 190,000 active;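 further: 0% = tracer peptide without compound and 100% = reference inhibitor peptide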
Bim-Bcl-XL: inhibitors of Bim-Bcl-XL binding, primary screen, biochemical, multiplexed, bead flow cytometry, human Bcl-XL; Bcl-2-like protein 1 (Homo sapiens), Q07817; Bim peptide-Bcl-XL binding, fluorescence; 0.04% of 190,000 active; inhibition, % at 10 µM
Mcl-1 Bim block: inhibitors of Bim peptide binding to Mcl-1, primary screen, biochemical, bead-based flow cytometry, multiplex. AID 1009, 2008. inhibition, % at 10 µM. Bim peptide-Mcl-1 binding. Induced myeloid leukemia cell differentiation protein Mcl-1 (Homo sapiens), Q07820. 0.1% of 190,000 active;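 further: 0% = no compound tracer wells and 100% = peptide blocker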
Target sequence (Q07820 whole entry, looked up): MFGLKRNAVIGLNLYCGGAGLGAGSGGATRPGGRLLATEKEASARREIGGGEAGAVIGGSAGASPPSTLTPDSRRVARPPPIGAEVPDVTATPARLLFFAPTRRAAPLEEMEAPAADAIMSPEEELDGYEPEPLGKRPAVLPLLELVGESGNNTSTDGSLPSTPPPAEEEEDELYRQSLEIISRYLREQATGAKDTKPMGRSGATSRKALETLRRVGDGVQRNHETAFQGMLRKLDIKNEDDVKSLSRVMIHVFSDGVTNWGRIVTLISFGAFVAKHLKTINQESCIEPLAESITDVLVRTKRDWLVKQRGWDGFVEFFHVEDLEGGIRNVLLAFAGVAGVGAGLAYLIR
RGS4-Gao reg: modulators of RGS4 binding to Galphao, primary screen, biochemical, multiplexed bead flow cytometry; actives lie on both sides; binding response (% of control), % at 10 µM; 0.33% of 220,000 active; AID 1415, 2008; in the data active means binding response below about 49% or above about 150%; inactive means in between;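 further: fluorescent Galphao activated with aluminum fluoride binding bead-coupled RGS4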
RGS8-Gao: RGS8-Galphao binding modulators, primary screen, biochemical, multiplexed bead flow cytometry; Guanine nucleotide-binding protein G(o) subunit alpha (Homo sapiens), P09471; actives lie on both sides; response (percent of control binding), % at 10 µM; 0.34% of 220,000 active; AID 1423, 2008; in the data active means response below about 60% or above about 140%; inactive means in between;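 further: Galphao activated as the GDP aluminium fluoride complex binding bead-coupled RGS8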
ABCB1 inh: ABCB1 efflux pump inhibitors, primary screen, cell-based, multiplex, flow cytometry, ABCG2 counter-screen; ATP-dependent translocase ABCB1 (Homo sapiens), P08183; CCRF-Adr cells, JC-1 efflux; inhibition, % at 6.6 µM; 0.067% of 190,000 active; in the data active means inhibition above about 40%;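 further: 0% = vehicle and 100% = reference inhibitor; higher value means more JC-1 retained so stronger ABCB1 efflux block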
Bim-Bfl-1: inhibitors of Bim binding to Bfl-1, primary screen, biochemical, multiplexed, bead-based flow cytometry. Bcl-2-related protein A1 (Homo sapiens), Q16548. Bim-Bfl-1 binding inhibition. inhibition, % at 10 µM. 0.12% of 190,000 active. AID 1008, 2008;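 further: 0% = wells without compound plus tracer and 100% = blocker peptide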
Bim-Bcl-W: inhibitors of Bim binding to Bcl-W, primary screen, biochemical, multiplexed, bead-based flow cytometry | Bcl-2-like protein 2 (Homo sapiens), Q92843 | Bim peptide-Bcl-W binding | inhibition, % at 10 µM | 0.02% of 190,000 active | AID 952, 2007;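 further: 0% = bound tracer without compound and 100% = peptide blocker; higher means less fluorescent Bim peptide bound to Bcl-W beads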
Bim-Bcl-2: inhibitors of Bim-Bcl-2 binding, primary screen, biochemical, multiplexed, human Bcl-2 family. 0.06% of 190,000 active. Apoptosis regulator Bcl-2 (Homo sapiens), P10415. Bead-based flow cytometry, Bim peptide-Bcl-2 binding. inhibition, % at 10 µM. AID 950, 2007; in the data active means inhibition above about 40%; inconclusive means no clear call, values can overlap the other calls;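 further: 0% = no compound wells with probe peptide and 100% = reference peptide inhibitor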
ABCG2 block: ABCG2 efflux pump inhibitors, primary screen, multiplex with ABCB1, IgMXP3 cells, flow cytometry; Broad substrate specificity ATP-binding cassette transporter ABCG2 (Homo sapiens), Q9UNQ0; JC-1 efflux; inhibition, % at 6.6 µM; 0.1% of 190,000 active; AID 1325, 2008;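 active means inhibition above 80%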;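 further: 0% = DMSO and 100% = nicardipine control wells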
Target sequence (Q9UNQ0 whole entry, looked up): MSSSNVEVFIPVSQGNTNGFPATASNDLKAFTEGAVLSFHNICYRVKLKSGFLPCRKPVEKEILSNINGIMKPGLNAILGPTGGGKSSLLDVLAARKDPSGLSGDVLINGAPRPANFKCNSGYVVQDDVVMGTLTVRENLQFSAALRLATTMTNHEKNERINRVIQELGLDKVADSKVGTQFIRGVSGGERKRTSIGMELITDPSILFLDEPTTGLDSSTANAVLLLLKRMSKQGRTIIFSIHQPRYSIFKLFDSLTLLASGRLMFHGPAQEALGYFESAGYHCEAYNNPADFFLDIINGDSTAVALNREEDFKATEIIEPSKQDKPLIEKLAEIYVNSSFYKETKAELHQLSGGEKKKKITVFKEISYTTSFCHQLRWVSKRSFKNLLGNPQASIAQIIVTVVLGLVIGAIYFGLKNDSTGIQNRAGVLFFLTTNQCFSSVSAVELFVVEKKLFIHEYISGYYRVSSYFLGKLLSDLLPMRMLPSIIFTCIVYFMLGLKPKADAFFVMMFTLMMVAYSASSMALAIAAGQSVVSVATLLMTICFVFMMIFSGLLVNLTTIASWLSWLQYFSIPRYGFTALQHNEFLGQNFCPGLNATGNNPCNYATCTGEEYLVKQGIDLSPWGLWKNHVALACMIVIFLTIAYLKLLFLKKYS
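Read-out basis: Efflux inhibition in percent versus controls | Test system: ABCG2 IgMXP3 and barcoded ABCB1 CCRF-Adr cell mix | Quantity: 3 million cells/mL in well | Schedule: 10 min at 25 °C | Control set: Nicardipine as high control, DMSO as low control | Reagent: JC-1 as fluorescent efflux pump substrate | Signal: Flow cytometry of retained JC-1 fluorescence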
* marks the source's active call; other numbers are inactive results; ? = inconclusive. Unless noted, no stated cut-off is given here; in the data, active means inhibition above about 40%.

A first look (two entries):
SMILES	RGS7-Gao	Bcl-B Bim block	Bim-Bcl-XL	Mcl-1 Bim block	RGS4-Gao reg	RGS8-Gao	ABCB1 inh	Bim-Bfl-1	Bim-Bcl-W	Bim-Bcl-2	ABCG2 block
Cc1cc(C)nc(SCNC(=O)c2ccccc2)n1	113	-30	-9	-5	100	98	0.2	1	-6	-2	3
Cc1nc([N+](=O)[O-])c(Br)n1CC(=O)c1ccc(Cl)cc1	102	-7	0	0	103	104	0.3	-12	4	-5	2

The list itself, from the first entry:
SMILES	RGS7-Gao	Bcl-B Bim block	Bim-Bcl-XL	Mcl-1 Bim block	RGS4-Gao reg	RGS8-Gao	ABCB1 inh	Bim-Bfl-1	Bim-Bcl-W	Bim-Bcl-2	ABCG2 block
Cc1cc(C)nc(SCNC(=O)c2ccccc2)n1	113	-30	-9	-5	100	98	0.2	1	-6	-2	3
Cc1nc([N+](=O)[O-])c(Br)n1CC(=O)c1ccc(Cl)cc1	102	-7	0	0	103	104	0.3	-12	4	-5	2
CCn1c(=O)c(C(=O)NCCN2CCCCC2)c(O)c2ccccc21	98	-4	-1	-4	98	97	5.8	-2	-3	-3	4
COc1ccc(N2C(=O)CSC23CCC(C(C)(C)C)CC3)cc1 (stereo unspecified)	104	-2	-3	-2	107	104	1.3	-1	-1	-2	6
CCOC(=O)C[n+]1c(C)ccc2c1CCC2	102	-11	-5	-5	103	100	-0.1	-6	-4	-1	-1
CCOc1ccc2nc(-c3ccc(OC)c(OC)c3)cc(C(=O)O)c2c1	96	-7	-1	1	102	103	0.7	-13	2	-2	1
Cc1ccc(-c2nc(N)sc2CC(=O)OCC(=O)N2C(C)CCCC2C)cc1 (stereo unspecified)	64	-3	-3	-1	68	72	0.4	-11	-3	-5	6
Cc1cccc(CSc2nnnn2-c2ccccc2)c1	95	-3	-2	-4	98	101	-0.5	-3	0	-4	-5
COc1ccc([C@@H]2C[C@H]3CN(Cc4ccccc4OC)C(=O)[C@]34CCCN24)cc1C	109	-7	-5	-3	112	102	1.8	-3	-1	-1	3
Cc1nc(N)nc(OCC(F)(F)C(F)F)c1Br	101	5	2	-3	99	101	0.3	1	0	1	9
COc1cc(CN/C(C)=C(\C#N)C(N)=O)cc(OC)c1OC	104	-2	-2	-5	101	100	1.4	-2	-2	0	7
O=C(NC(=S)N1CCCc2ccccc21)c1ccc([N+](=O)[O-])cc1	104	8	5	7	99	108	1.0	10	4	12	20
COc1ccc2c(Cl)c(C(=O)NN)sc2c1	84	-1	0	0	81	88	-0.4	3	1	1	-1
Cc1cc(C)cc(OCC(=O)OCC(=O)c2c(N)n(C)c(=O)n(C)c2=O)c1	112	-2	-8	-5	107	108	0.2	-4	-4	-4	2
O=C(CCCn1c(=O)[nH]c2ccccc2c1=O)NC1CCCCCC1	97	0	0	-1	97	101	-6.4	-5	-2	0	1
CCOC(=O)c1ccccc1NC(=O)N1CCn2c(C)ccc2C1CC (stereo unspecified)	122	15	0	0	134	105	1.8	1	0	8	21
CC(=O)Nc1cccc(C(=O)O)n1	91	-5	-1	-1	91	95	-0.2	-5	-2	-2	-1
COc1cccc(Nc2ncnc3nc[nH]c23)c1	100	-7	-4	-4	101	100	0.4	-12	2	-8	7
COC(=O)C(C)n1cnc2c(nnn2-c2cccc(Cl)c2)c1=O (stereo unspecified)	100	-7	-3	-1	103	104	0.2	-11	0	-9	4
CCC(C)C(=O)Nc1nc(C)c(-c2csc(Nc3ccccc3OC)n2)s1 (stereo unspecified)	99	-7	-3	0	98	99	0.5	-8	0	-6	2
C=CCN(CC=C)S(=O)(=O)c1ccc(C(=O)Nc2nc3c(s2)CCc2ccccc2-3)cc1	106	-5	-3	-4	103	102	1.4	0	0	3	10
CCCCCCCCOC(=O)C[N+](C)(C)C/C=C(/C)Cl	101	-6	-6	-2	101	101	0.7	-2	-3	-2	3
Cc1ccc(-c2nnc(Oc3ccc(NC(=O)c4ccccc4)cc3)c3ccccc23)cc1	102	8	12	8	98	98	0.3	11	7	7	8
COc1ccccc1NC(=O)C1CCCN(c2cc(C)nc3ncnn23)C1 (stereo unspecified)	107	-5	-6	0	104	109	0.2	1	2	-3	0
COc1ccccc1NC(=O)c1nn(-c2ccc(OC(F)(F)F)cc2)ccc1=O	102	-10	-17	-3	103	103	0.0	-17	-3	-8	0
CCOC(=O)/C(C#N)=C/c1cc2ccccc2nc1Cl	96	-8	-2	0	100	98	0.7	-10	0	-4	6
Cc1ccc(NC(=S)NC(=O)c2sc3ccccc3c2Cl)c(C(=O)O)c1	?	-2	-1	0	100	98	-0.7	-3	0	2	-1
Cc1ccc(NC(=O)Cn2c(=S)[nH]c3ccccc32)cc1	102	-36	-5	-5	102	101	0.1	18	0	-1	0
COc1cc(C(=O)NCC(C)C)cc(OC)c1OC	101	-8	0	0	103	102	0.0	-5	1	-4	1
COc1cc(NS(=O)(=O)c2ccc(NC(C)=O)cc2)nc(OC)n1	99	-8	-7	-4	95	98	0.7	-19	-3	-9	6
CCCN(CCC)CC(O)Cn1c2ccccc2c2ccccc21 (stereo unspecified)	93	-5	0	0	95	101	0.3	-4	-2	-3	0
COc1ccc(N2CCN(C(=O)CSc3ccccc3)CC2)cc1	102	-14	-11	-4	101	102	0.2	-15	-1	-11	1
Cc1cccc(C(c2c(C)nn(-c3ccccc3)c2N)c2c(C)nn(-c3ccccc3)c2N)c1	102	-6	-10	-11	102	101	3.9	-1	-6	-4	9
O=C1COCCOCCOCCOCC(=O)NCCN1	101	-9	-3	-1	103	102	0.5	-2	-2	0	2
CC(=O)NNC(=O)CCC(=O)Nc1ccccc1	100	2	1	0	99	97	0.5	0	-1	0	2
O=C(CN1CCCC1)Nc1ccc(NC(=O)Nc2ccccc2)cc1	101	-6	-3	0	100	102	-0.9	-10	1	-13	2
Cc1c(C(=O)O)sc2nc(C)n(C)c(=O)c12	97	-8	-15	-2	94	100	0.7	-14	1	-9	3
CCC(Sc1nc2ncnc(N)c2[nH]1)C(=O)O (stereo unspecified)	93	-3	0	-3	92	95	0.3	-2	-1	0	-1
COc1ccc(NC(=S)NCC2CCCO2)c(C)c1 (stereo unspecified)	100	2	0	0	103	104	0.5	-1	-2	-4	1
CCCCCOc1ccc(Cn2ccnc2)cc1[N+](=O)[O-]	99	-12	-6	-5	100	101	0.6	-19	-5	-13	17
COC(=O)C1C(=O)c2c(C)noc2CC1(C)C (stereo unspecified)	99	-5	0	-2	101	103	0.2	-6	-1	-3	0
CN(C)c1nc(N(C)C)nc(N(C)C)n1	102	0	-1	3	102	101	0.3	3	2	1	0
CC(=O)c1cc(-c2ccccc2)n(CC(=O)NCc2cccs2)c1C	100	-10	-8	-4	102	101	0.4	-23	-4	-14	6
CCOC(=O)c1ccc(N2C(=O)C(CC(=O)NC)N(CCc3ccc(OC)c(OC)c3)C2=S)cc1 (stereo unspecified)	?	-4	-3	0	101	98	-0.3	-4	0	-4	1
O=C1NC(=O)c2c(NC(=O)C3CCCO3)cccc21 (stereo unspecified)	104	-3	-2	3	105	103	0.0	-9	4	-3	1
N#Cc1c(N)nc(SCc2ccccc2)c(C#N)c1-c1ccco1	101	-2	0	1	100	100	-0.4	-8	5	-4	-3
COc1nc(NCCN2CCOCC2)nc(Nc2ccccc2)n1	104	1	0	1	106	114	0.2	1	0	-2	3
COc1ccc(NC(=O)CSc2nnc(Cn3c(=O)sc4ccccc43)n2C)cc1	94	-14	-11	-4	94	95	1.6	-11	-6	-9	3
O=C(COc1ncnc2ccc(Br)cc12)NCc1ccc2c(c1)OCO2	99	-8	-12	-8	102	101	0.5	-8	-5	-12	8
CC(=Nc1ccccc1C)C1=C(O)CSC1=O	98	-7	-4	0	90	95	0.1	-2	0	-5	1
O=C(N/N=C/c1ccc(Br)cc1)c1ccc(F)cc1	101	-8	-6	-7	100	102	0.1	-1	-5	0	5
CCOC(=O)N1CCN(c2c(Nc3cc(C)[nH]n3)c(=O)c2=O)CC1	96	-8	-3	-3	98	100	-2.8	-10	0	-9	-4
O=C(CC1SC(N2CCCCC2)=NC1=O)Nc1cccc(C(F)(F)F)c1 (stereo unspecified)	99	-3	-3	0	95	102	1.6	0	0	0	7
COc1cc(OC)cc(-c2nc(-c3ccc(Br)cc3)no2)c1	93	-3	0	-4	91	91	-2.6	2	-3	-3	-5
CCOC(=O)C(=O)NNc1ccc(Cl)cc1	100	-2	-2	-2	103	100	-0.1	-4	0	-4	-1
Cc1ccc(C2=[N+]([O-])C(C)(C)CC2)cc1	90	-5	-3	1	90	94	0.1	-9	0	-5	0
CCn1c(SCC(=O)N2CCN(c3ccc(F)cc3)CC2)nnc1-c1ccncc1	97	-9	-1	-2	100	98	1.4	-13	1	-5	6
O=C1CCCC(=O)N1c1ccc(NCCOCCO)c([N+](=O)[O-])c1	100	-3	-1	-2	103	99	1.1	-3	-2	-5	5
N#CC1=C(SCC(=O)c2ccc(Cl)cc2)NC2=C(C(=O)CCC2)C1c1ccco1 (stereo unspecified)	101	-11	-5	0	99	102	0.4	-7	3	-5	2
CCOC(=O)C(NC(=O)Nc1ncccn1)(Oc1ccccc1)C(F)(F)F (stereo unspecified)	95	-6	-13	-2	99	95	-0.1	-9	-4	-6	-1

Single entries from the entries so far:
Under Bim-Bcl-2, `CC(=Nc1ccccc1C)C1=C(O)CSC1=O` shows -5
Under ABCB1 inh, `O=C1CCCC(=O)N1c1ccc(NCCOCCO)c([N+](=O)[O-])c1` shows 1.1
Under Bcl-B Bim block, `CCOC(=O)N1CCN(c2c(Nc3cc(C)[nH]n3)c(=O)c2=O)CC1` shows -8

Going on with the list:
SMILES	RGS7-Gao	Bcl-B Bim block	Bim-Bcl-XL	Mcl-1 Bim block	RGS4-Gao reg	RGS8-Gao	ABCB1 inh	Bim-Bfl-1	Bim-Bcl-W	Bim-Bcl-2	ABCG2 block
CCOC(=O)NN1C(=O)c2ccccc2NC1c1ccccc1 (stereo unspecified)	107	-14	-10	-6	109	114	0.4	-16	-7	-31	8
COCCn1c(C)cc(C(=O)CSc2nc3ccccc3s2)c1C	99	-10	-7	-4	101	102	0.3	-1	-4	-3	8
CCOc1ccc(S(=O)(=O)N2CCN(c3ccc(OC)cc3)CC2)c2cccnc12	98	-1	-1	1	100	100	1.1	-4	0	-1	3
CCS(=O)(=O)N1CCN(C(=O)c2ccccc2)CC1	105	-2	-5	0	103	100	0.2	-9	6	-3	1
CCOC(=O)C1=C(c2ccccc2)NC(SCC(N)=O)=C(C#N)C1c1cccnc1 (stereo unspecified)	103	-4	1	-2	99	100	0.5	2	-2	-1	2
CC1(C)CC(=O)C2=C(C1)OC(c1ccc(O)cc1)C(C#N)=C2N (stereo unspecified)	101	-3	-2	-4	98	94	0.2	-1	-2	-1	1
